Pf growth 48h – Primary qHTS for delayed death inhibitors of the malarial parasite plastid, 48 hour incubation; hit rate 5.9% among 310,000; P. falciparum luciferase growth in erythrocytes, 48 h; AID 504832, 2011; Potency, µM (series often up to 28.7 µM), for the others: at the top dose activity change, negative = inhibition, hits mostly inhibitors; note: potency is the fitted concentration of half-maximal effect; % is set by controls: 0 for no effect and ±100 for the full control effect
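Compounds are pin-transferred into medium, infected erythrocytes (2% hematocrit, 0.1% parasitemia final) are added, and plates sit one parasite generation at 37 C in 5% CO2. Detection reagent is then added and luminescence measured.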
AMA1-RON2 inh – qHTS for Inhibitors of AMA1-RON; Towards Development of Antimalarial Drug Lead: Primary Screen; AlphaScreen AMA1-biotinylated RON2 peptide binding; hit rate 0.2% among 360,000; Plasmodium falciparum AMA1 (3D7) - RON2 peptide interaction; Potency, µM (highest dose often 58.2 µM), for the others: at the highest dose activity change, negative = inhibition, actives largely listed as inhibitors;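 note: potency is the fitted concentration of half-maximal effect; 0% = vehicle wells and -100% = peptide control; nearly all actives have a fitted effect of over 45% in size; some results filed as inactive show a strong effect at the top dose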
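AMA1 (3D7) with his tag at 25 nM final met compounds first, then biotinylated RON2 peptide at 25 nM; detection used donor plus acceptor beads, 10 µg/mL apiece, read by AlphaScreen after 30 min at room temperature.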
Shiga inhibitor – A qHTS for Small Molecule Inhibitors of Shiga Toxin; Vero cells, Shiga toxin protein synthesis inhibition reporter; inhibition, % at 38.7 µM; hit rate 9.2% among 290,000; AID 2315, 2010; in the data active = inhibition mostly above about 28%, no sharp cut-off; inactive = mostly below about 43%; note: 0% is about no effect
TbPYK inhibitor – qHTS of Trypanosoma Brucei Inhibitors | TbPYK enzyme, Kinase-Glo Plus ATP luminescence, 45 min | pyruvate kinase (Trypanosoma brucei), Q57TT1 | AID 624173, 2012 | hit rate 0.12% among 410,000 | Potency, µM (titrated, usually from 76.8 µM), for inactives: top-dose activity, negative = inhibition, hits mostly inhibitors; note: potency is the fitted concentration of half-maximal effect; % is set by controls: 0 for no effect and ±100 for the full control effect; nearly all actives have a fitted effect of over 50% in size
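Quantitative HTS: titrated library compounds versus trypanosomal pyruvate kinase in TEA buffer (pH 7.2) containing KCl, MgCl2, BSA and Tween-20. Reactions were initiated with ADP, 130 uM final. Kinase-Glo Plus luminescence was read after 45 min at RT.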
CHX counter – Cycloheximide Counterscreen for Small Molecule Inhibitors of Shiga Toxin; max response, %; cell reporter, cycloheximide protein synthesis inhibition counterscreen; hit rate 12% among 300,000; in the data active = max response mostly above about 13%, no sharp cut-off; inactive = mostly below about 14%; note: read at 38.3 µM for the half of the compounds with a filed dose; 0% is about no effect
Pf growth 96h – Primary qHTS for delayed death inhibitors of the malarial parasite plastid, 96 hour incubation | P. falciparum luciferase reporter growth, 96 h | Potency, µM (top dose mostly 28.7 µM), for the others: at the top dose activity change, negative = inhibition, actives largely listed as inhibitors | hit rate 6.9% among 320,000 | AID 504834, 2011; note: potency is the fitted concentration of half-maximal effect; % is set by controls: 0 for no effect and ±100 for the full control effect
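Luminescence readout: decreased luciferase signal marks inhibited growth of reporter-expressing P. falciparum in infected red cells (2% hematocrit, 0.05% parasitemia final), exposed to compound two generations (96 h, 37 C, 5% CO2).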
LmPK inh – qHTS Assay for Inhibitors of Leishmania Mexicana Pyruvate Kinase (LmPK); Q27686; Potency, µM (doses to about 57.5 µM), without a hit: top-dose activity change, negative = inhibition, hits mostly inhibitors; AID 1721, 2009; hit rate 0.37% among 290,000; purified LmPK, Kinase-Glo ATP luminescence, 1 h; note: potency is the fitted concentration of half-maximal effect; % is set by controls: 0 for no effect and ±100 for the full control effect
Target sequence (Q27686 whole entry, looked up): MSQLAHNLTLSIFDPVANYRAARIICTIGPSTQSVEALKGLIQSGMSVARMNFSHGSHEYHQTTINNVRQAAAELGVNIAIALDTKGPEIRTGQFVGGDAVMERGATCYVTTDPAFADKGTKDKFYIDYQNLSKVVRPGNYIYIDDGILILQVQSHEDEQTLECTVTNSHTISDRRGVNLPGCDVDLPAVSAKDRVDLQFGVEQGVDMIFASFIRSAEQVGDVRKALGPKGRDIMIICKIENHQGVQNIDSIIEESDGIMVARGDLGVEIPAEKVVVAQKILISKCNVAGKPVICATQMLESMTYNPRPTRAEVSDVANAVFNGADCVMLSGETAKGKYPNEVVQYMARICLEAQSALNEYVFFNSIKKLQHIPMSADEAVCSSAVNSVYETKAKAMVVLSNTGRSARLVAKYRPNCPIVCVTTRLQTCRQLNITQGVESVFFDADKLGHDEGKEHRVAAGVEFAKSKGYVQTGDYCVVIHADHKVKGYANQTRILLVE
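Purified LmPK (0.1 nM) with 0.5 mM PEP and 0.1 mM ADP in imidazole buffer pH 7.2 with MgCl2/KCl, 1 h at room temperature. ATP formed was read by luciferase luminescence and normalized to no-enzyme and uninhibited controls.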
The depositor's hits bear a star; ? = inconclusive; · = not tested or not shown; & = joins results of further samples; [ ] = dose if it differs, or a comment. Unless noted, calls come from the whole dose curve; as a rule, active = well fitted curve in the direction sought with a large enough effect; inconclusive = small, poorly fitted or top-dose-only effect, or another doubt; inactive = no such curve, though single readings can be large; an effect the other way counts as inactive or inconclusive.

SMILES	Pf growth 48h	AMA1-RON2 inh	Shiga inhibitor	TbPYK inhibitor	CHX counter	Pf growth 96h	LmPK inh
COc1ccc(Cc2n[nH]c(=O)c3ccccc23)cc1OC	-11%	-13%	-1	-3%	11	0%	3%
O=C(Nc1cc(S(=O)(=O)N2CCCCC2)ccc1O)c1ccccc1NS(=O)(=O)c1ccc(F)cc1	-20%	40%&23%[activator]	-8	-1%&-16%	-2	?	3%
Cc1ccc(CN2CCN(Cc3cccc(C)n3)CC2CCO)cc1 (centres undefined)	-7%	17%	-24	-2%	-1	-4%	-6%
CCCc1cc(=O)[nH]c(SCc2ccccc2)n1	0%	-12%	-7	-5%	8	-20%	-9%
CCN(CC)C(=O)CSc1nc2cc3c(cc2c(=O)n1CCCC(=O)NCc1ccc(OC)cc1)OCO3	-28%	6%	12	-1%&-7%	-2	-13%	5%
COc1cccc(NC(=S)NNC(=O)c2ccccc2OC(F)F)c1	1%	57%[activator]	-11	?	10	-7%	6%
CN(C(=O)C1CCN(c2ncnc3c2nc2n3CCCCC2)CC1)C1CCCCC1	-27%	-1%	-2	-4%	-2	2%	0%
COc1ccc(C(=O)COC(=O)c2cnc(C)cn2)c(OC)c1	20%	16%	·	-7%	·	0%	·
CCC(C)NC(=O)C(=O)NCc1ccncc1 (centres undefined)	1%	-1%	-16	5%	-1	44%[activator]	-6%
Cc1nc(N2CCOCC2)[nH]c(=O)c1C	40%[activator]	-1%	6	-4%	6	37%	-2%
Cc1ccc2nc(NC(=O)CN3C(=O)NC4(CCCC4)C3=O)sc2c1	0%	-14%	·	-2%	·	17%	·
CCOC(=O)c1c(C)oc2c1cc(O)c1ccccc12	120%[activator]	-7%	108*	5%	35*	-2%	0%
O=C(N/N=C\c1cccnc1)C1c2ccccc2Oc2ccccc21	?	-5%	36	-2%	-10	-20%	4%[11.5 µM]
CCOc1ccc(/C=C2\SC(=S)N(CCCC(=O)NCCCN3CCOCC3)C2=O)cc1	?	-3%	-20	1%	-11	-8%	-1%
O=C(COC(=O)c1nc(Cl)ccc1Cl)NC1CCCCC1	14%	-1%	·	3%	·	-21%	·
O=C(COC(=O)CCc1ccc(S(=O)(=O)N2CCCCC2)cc1)Nc1cccc2ccccc12	1%	8%	11	3%	2	34%[activator]	-1%
COc1ccc(C2(c3ccc(OC)cc3)NC(=O)N(CC(=O)Nc3cc(C)ccc3OC)C2=O)cc1	?	-1%	116*	-1%	33*	?	4%
COc1ccccc1NC(=O)C(=O)NCc1ccncc1	30%[activator]	-3%	-4	1%	1	-11%	2%
CNCc1ccccc1Sc1cccc2ccccc12	?	-11%	-12	-7%	-5	?	-8%
O=C(CSC(=S)N1CCOCC1)Nc1nc(=O)c2ccccc2s1	21%	·	5	·	17	42%[activator]	3%
O=C(OCCCc1ccncc1)c1ccc(S(=O)(=O)N2CCOCC2)cc1	?	3%	32	-2%	-5	30%[activator]	7%
COc1cc(C2Nc3ccccc3C(=O)N2NS(C)(=O)=O)ccc1O (centres undefined)	15%	-3%	13	-3%	-1	20%	3%
O=C(O)CC(NCc1ccco1)C(=O)Nc1cccc(O)c1 (centres undefined)	-2%	23%	-4	4%	-2	45%	6%
CC(Cc1ccccc1)NCCC(c1ccccc1)c1ccccc1 (centres undefined)	10µM*	-10%	·	4%	·	15µM*	·
CC(C)(C)CC(=O)Nc1nnc(C(F)(F)F)s1	-10%	-14%	18	-28%	-4	13%	3%
O=C(Nc1ccc(F)cc1F)c1ccc(-n2cccn2)c([N+](=O)[O-])c1	-6%	17%	16	-2%	16	17%	-9%
CC1CN(c2ncnc3c2c(-c2ccccc2)cn3-c2ccc(F)cc2)CC(C)O1 (centres undefined)	?	?	-8	-1%	1	?	9%
COc1ccccc1C(=O)NC(=O)COC(=O)/C(=C/c1ccccc1)NC(C)=O	14%	4%	-8	-4%	-4	5%	0%
CN(CC(=O)Nc1ccc(Cl)c(C(F)(F)F)c1)C(=O)c1ccc2c(c1)NC(=O)CS2	-17%	-6%	·	-4%	·	43%[activator]	·
O=C1C=C(c2cc3ccccc3s2)C[C@@H](c2ccc3c(c2)OCO3)C1	34%[activator]	2%	·	-3%	·	-5%	·
Cc1ccc2nc(Nc3nc(-c4ccccc4)cc(=O)[nH]3)nc(C)c2c1	?	4%	-17	-10%	-3	?	6%
CN(C)CCNC(=O)C1CC(=O)N(c2ccc(F)c(Cl)c2)C1 (centres undefined)	·	8%	-12	-20%	17	42%[activator]	1%
Oc1ccc(/C=N/Nc2cc(N3CCOCC3)nc(N3CCOCC3)n2)cc1O	?	30%[activator]	-8	-18%	-1	29%	2%
CC(C)N1CCN(Cc2nc3ccccc3s2)CC1CCO (centres undefined)	12%	-1%	2	0%	5	-4%	-2%
COC(=O)C1=C(C(=O)OC)C2(OC1c1ccc(Br)cc1)C(=O)c1ccccc1C2=O (centres undefined)	?	2%	-3	1%	-1	30%	-1%
O=C(CSc1nc2ccccc2[nH]1)N/N=C/c1ccco1	14%	0%	62*	-1%	24*	45%[activator]	-13%
COc1ccc(OCc2nn3c(-c4ccccn4)nnc3s2)cc1	-22%	-24%	15	0%	6	·	3%
CCCC(NCC(O)COc1ccc(-c2ccccc2)cc1)c1ccccc1 (centres undefined)	?	-12%	-7	-11%	4	?	15%
O=C(CN1C(=O)NC2(CCCC2)C1=O)Nc1cc(Cl)ccc1N1CCCCC1	?	10%	-21	2%	-4	13µM*	-3%
CCC1(CC)NC(=O)N(CC(=O)OC(C)C(=O)Nc2ccc(NC(C)=O)cc2)C1=O (centres undefined)	-11%	-6%	·	0%	·	9%	·

Retrieved one by one from the list above (5):
SMILES	Pf growth 48h	AMA1-RON2 inh	Shiga inhibitor	TbPYK inhibitor	CHX counter	Pf growth 96h	LmPK inh
O=C(CSc1nc2ccccc2[nH]1)N/N=C/c1ccco1	14%	0%	62*	-1%	24*	45%[activator]	-13%
COc1ccc(OCc2nn3c(-c4ccccn4)nnc3s2)cc1	-22%	-24%	15	0%	6	·	3%
Cc1ccc2nc(Nc3nc(-c4ccccc4)cc(=O)[nH]3)nc(C)c2c1	?	4%	-17	-10%	-3	?	6%
O=C(CN1C(=O)NC2(CCCC2)C1=O)Nc1cc(Cl)ccc1N1CCCCC1	?	10%	-21	2%	-4	13µM*	-3%
COC(=O)C1=C(C(=O)OC)C2(OC1c1ccc(Br)cc1)C(=O)c1ccccc1C2=O (centres undefined)	?	2%	-3	1%	-1	30%	-1%

Going on with the list:
SMILES	Pf growth 48h	AMA1-RON2 inh	Shiga inhibitor	TbPYK inhibitor	CHX counter	Pf growth 96h	LmPK inh
COc1ccc(Sc2cnn(-c3ccccc3)c(=O)c2Cl)cc1	4%	1%	-12	-2%	2	-16%	2%
O=C(NCc1ccco1)c1c(F)cccc1Cl	9%	1%[11.6 µM]	-11	-2%	14	-11%	-3%
O=C(OCc1cc([N+](=O)[O-])cc2c1OCOC2)c1cccnc1SC(F)F	?	-4%	·	-7%	·	0%	·
CC(C)CCNC(=O)Cc1ccccc1[N+](=O)[O-]	-28%	-2%	12	0%	-1	?	1%
Cc1ccc(NNC(=O)c2ccno2)cc1Cl	-15%	?	11	-2%	1	?	2%
Cc1ccc(/C=C2\C(=O)NC(=S)N(c3ccc(F)cc3)C2=O)o1	14%	37%[activator]	11	?	1	?	20%
CCOC(=O)C1=C(N)OC2=C(C(=O)CCC2)C1c1cccs1 (centres undefined)	17%	-2%	23	0%	9	5%[5.75 µM]	0%
CCCOC(=O)CSc1nc(N)c(C#N)c(CC)c1C#N	?	14%	-5	9%	-1	?	-2%
COc1ccccc1C(=O)NC(=O)COC(=O)c1ccc(C)o1	11%	-7%	·	2%	·	21%	·
COc1ccc(-n2nnnc2-c2cnc3cc4c(cc3c2C)OCO4)cc1	-6%	0%	-27	3%	-3	-39%	6%
COc1ccc(-n2nnnc2SCC(=O)c2ccc3c(c2)OCCO3)c(OC)c1	-7%	-2%	25	7%	-2	37%[activator]	5%
COc1cc(OC)c(C2=NOC(C(=O)N3CCN(C(=O)c4ccco4)CC3)C2)cc1Cl (centres undefined)	-13%	5%	-5	-7%	-3	?	0%
CC(=O)NC(Cc1ccc(F)cc1)C(=O)NC1CCN(c2nnnn2-c2ccccc2)CC1 (centres undefined)	-9%	-11%	9	-8%	0	·	0%
CCOc1ccc(C2C(C(=O)O)c3ccccc3C(=O)N2CCN2CCOCC2)cc1 (centres undefined)	4%	-9%	17	-4%	-3	-42%	-3%
Cc1ccc(N(C(=O)Cc2c[nH]c3ccccc23)C(C(=O)NC2CCCCC2)c2ccco2)cc1 (centres undefined)	10µM*	-7%	11	1%	-2	?	-1%
COC(=O)c1c(NC(=O)CN2CCN(S(=O)(=O)c3ccccc3[N+](=O)[O-])CC2)sc2c1CCC(C)C2 (centres undefined)	-15%	7%	24	2%	1	9.3µM*	3%
Cc1cccc(N=CC=C2OC(C)(C)C(C)(C)O2)c1	?	4%	108*	-6%	36*	15%	1%
OCC1(Cc2ccccc2F)CCCN(Cc2c(F)ccc(F)c2F)C1 (centres undefined)	12%	1%	·	2%	1	-24%	14%
Cn1c(=O)c2c(nc(CN3CCCCC3)n2CCc2ccccc2)n(C)c1=O	-2%	0%	-2	-6%	-3	?	3%
CCOC(=O)C1=c2s/c(=C\c3cccnc3)c(=O)n2C(N)=C(C(=O)OC)C1c1cccnc1 (centres undefined)	-5%	-4%	13	12%	-3	·	-3%

Single values from above:
Under LmPK inh, `CCOC(=O)C1=c2s/c(=C\c3cccnc3)c(=O)n2C(N)=C(C(=O)OC)C1c1cccnc1` (centres undefined) is listed with -3%
Under TbPYK inhibitor, `COc1cc(OC)c(C2=NOC(C(=O)N3CCN(C(=O)c4ccco4)CC3)C2)cc1Cl` (centres undefined) is listed with -7%
Under AMA1-RON2 inh, `Cn1c(=O)c2c(nc(CN3CCCCC3)n2CCc2ccccc2)n(C)c1=O` is listed with 0%

(listing goes on)
SMILES	Pf growth 48h	AMA1-RON2 inh	Shiga inhibitor	TbPYK inhibitor	CHX counter	Pf growth 96h	LmPK inh
Cc1nnc(SCC(=O)NCc2ccccc2)n1-c1ccccc1	·	4%	-24	0%	-3	16%	0%
CC(C)C[C@@H](CN=[N+]=[N-])N1CCN(CC(C)C)CCC1=O	60%[activator]	-12%	2	-11%	-2	67%[activator]	-6%
Cc1ccc(NC(=S)N(CCN(C)C)C(C)c2cccnc2)c(C)c1 (centres undefined)	44%[activator]	-8%	10	0%	0	?	8%
Fc1ccc(C2=Nc3cccc4cccc(c34)N2)cc1	-16%	2%	11	-6%	5	22%	-4%
CC(=O)c1c(C)[nH]c(C(=O)Nc2ccc(C)c(S(=O)(=O)N(C)C)c2)c1C	233%[activator]	-1%	-8	12%	-2	-7%	-3%
O=C(COc1ccc(Cl)cc1)N1CCN(Cc2ccccc2)CC1	·	3%	-15	-1%	2	-7%	2%

High-throughput results from PubChem BioAssay.
